PfG6PD inh: PfG6PD (Plasmodium falciparum) enzyme inhibition. PfGluPho enzyme, NADPH resazurin-diaphorase fluorescence. inhibition, % at 20 µM. hit rate 0.78% among 350,000;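 active means inhibition reaching at least a set limit at 20 µM in the primary screen, cut at about 59% in these data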;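 further: 0% = DMSO wells with substrate and 100% = DMSO wells lacking glucose-6-phosphate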
HKDC1 inhibitor: HKDC1 (human) hexokinase inhibition. Q2TB90. recombinant HKDC1, G6PDH/diaphorase resazurin coupled fluorescence. inhibition, % at 20 µM. hit rate 0.16% among 340,000;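 active means inhibition above about 35% when tested at 20 µM, limit read from the data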;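 further: plate controls were DMSO wells with enzyme for no effect and DMSO wells lacking enzyme for full effect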
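Test system: Recombinant HKDC1 (HK5) hexokinase enzyme, produced in-house | Input: HKDC1 at 5 µg/mL | Buffer or medium: Tris pH 8.0 buffer with MgCl2, Tween-20, BSA, BME | Schedule: 90 min reaction incubation at room temperature, dark | Technique: Resazurin-to-resorufin fluorescence via G6PDH and diaphorase coupling, 525/613 nm | Controls: DMSO wells with and without enzyme mix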
SENP8 block-1: inhibitors of human SENP8 protease. hit rate 0.64% among 360,000. Q96LD8. AID 602440. recombinant SENP8, Nedd8 substrate fluorescence. inhibition, % at 20 µM; in the data active means inhibition mostly above about 40%, no sharp cut-off; inactive means mostly below about 27%
SENP7 block: blocks the human protease SENP7. Q9BQF6. recombinant SENP7, Z-RLRGG-aminoluciferin luminescence, 40 min. inhibition, % at 5 µM. hit rate 1.5% among 330,000;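 active means inhibition above about 50% at the single test dose, limit read from the data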;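 further: plate controls were DMSO with enzyme for no effect and no enzyme buffer wells for full effect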
Target sequence (Q9BQF6 706-1050 limits assumed): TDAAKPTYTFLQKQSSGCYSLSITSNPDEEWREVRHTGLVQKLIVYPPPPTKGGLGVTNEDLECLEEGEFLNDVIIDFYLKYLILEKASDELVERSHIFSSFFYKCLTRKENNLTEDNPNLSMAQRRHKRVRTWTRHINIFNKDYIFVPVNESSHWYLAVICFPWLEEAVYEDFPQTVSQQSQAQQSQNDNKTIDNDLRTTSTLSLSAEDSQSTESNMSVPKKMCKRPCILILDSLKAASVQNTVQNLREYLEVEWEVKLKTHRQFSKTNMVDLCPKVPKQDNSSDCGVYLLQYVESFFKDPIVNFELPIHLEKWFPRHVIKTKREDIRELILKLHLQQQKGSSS
SENP6 block: SENP6 protease inhibition; Q9GZR1; hit rate 1.8% among 330,000; Recombinant SENP6 catalytic domain, aminoluciferin luminescence; inhibition, % at 10 µM;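 active means inhibition above about 50% at the single tested dose, limit read from the data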;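 further: plate controls were DMSO wells with enzyme for no effect and DMSO wells lacking enzyme for full effect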
Target sequence (Q9GZR1 628-1112 limits assumed): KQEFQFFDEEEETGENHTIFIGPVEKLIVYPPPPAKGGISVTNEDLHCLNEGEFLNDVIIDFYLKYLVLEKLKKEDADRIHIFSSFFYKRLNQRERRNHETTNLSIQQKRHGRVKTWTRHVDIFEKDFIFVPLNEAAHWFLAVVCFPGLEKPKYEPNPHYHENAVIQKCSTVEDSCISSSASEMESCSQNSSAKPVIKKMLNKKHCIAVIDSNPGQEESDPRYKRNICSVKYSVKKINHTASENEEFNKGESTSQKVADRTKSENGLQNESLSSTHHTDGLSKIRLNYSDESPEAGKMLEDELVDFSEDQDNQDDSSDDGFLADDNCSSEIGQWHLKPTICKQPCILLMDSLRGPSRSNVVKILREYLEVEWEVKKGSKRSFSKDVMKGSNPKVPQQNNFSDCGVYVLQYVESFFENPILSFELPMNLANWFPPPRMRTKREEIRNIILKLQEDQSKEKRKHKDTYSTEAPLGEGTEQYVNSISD
SENP8 block-2: inhibitors of human SENP8 protease. Q96LD8. purified SENP8, Z-RLRGG-aminoluciferin cleavage, luminescence. inhibition, % at 10 µM. hit rate 1.2% among 330,000. AID 2540; in the data active means inhibition above about 50%
Apaf-1 inh: blocks human Apaf-1 apoptosome activity. reconstituted apoptosome caspase-3 activity, DEVD-Rh110 fluorescence. O14727. hit rate 0.71% among 330,000. AID 489030. inhibition, % at 20 µM; active means inhibition of at least 40% at 20 µM;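 further: plate controls were DMSO wells for no effect and DEVD-CHO caspase inhibitor wells for full effect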
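Material: biochemical Apaf-1 apoptosome reconstitution. Medium: Hepes buffer, pH 7.5. Also added: cytochrome c activation, bis-DEVD rhodamine 110 substrate. Timing: 30 min compound preincubation, 50 min activation, room temperature. Measured by: rhodamine 110 fluorescence at Ex 480/Em 540 nm.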
SENP1 FRET inh: inhibitors of human SENP1 SUMO protease catalytic domain | AID 624204 | hit rate 0.21% among 360,000 | recombinant SENP1 catalytic domain, CyPet-SUMO1-YPet FRET cleavage | Q9P0U3 | inhibition, % at 10 µM;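 active means inhibition at least 30% at 10 µM, raw YFP signal under a set limit, fluorescence ratio 0.5 to 1.5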;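 further: 0% = enzyme with DMSO and 100% = no enzyme wells; some results filed as inactive read as strong as hits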
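Test system: hSENP1 catalytic domain, recombinant; Amount: 20 pM final SENP1 enzyme; Medium: Tris pH 8 buffer plus EDTA, NaCl, BME, BSA, NP40, catalase; Schedule: 50 min enzyme reaction, room temperature, light-protected; Technique: FRET fluorescence in CFP and YFP emission channels; Controls: no-enzyme wells low, DMSO-plus-enzyme wells high control.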
NLRP3 yeast inh: blocks the NALP3 inflammasome reconstituted in yeast; Yeast reconstituted NLRP3/ASC/caspase-1, beta-gal luminescence, 24 h; inhibition, % at 10 µM; hit rate 0.39% among 330,000;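 active means inhibition of 50% or more; inactive means inhibition below 50%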;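 further: plate controls were induced DMSO wells for no effect and uninduced yeast grown without galactose for full effect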
Numbers without * were called inactive; · = no result given.

| SMILES | PfG6PD inh | HKDC1 inhibitor | SENP8 block-1 | SENP7 block | SENP6 block | SENP8 block-2 | Apaf-1 inh | SENP1 FRET inh | NLRP3 yeast inh |
| --- | --- | --- | --- | --- | --- | --- | --- | --- | --- |
| O=C(Nc1cc(Cl)cc(Cl)c1)C(NCCCO)c1ccccc1 (stereo unspecified) | · | · | · | 0 | 2 | 2 | 3 | · | 10 |
| COc1cc(C(=O)N2CCN(S(=O)(=O)c3ccc(C(C)C)cc3)CC2)ccc1OCC(=O)N1CCOCC1 | 4 | -3 | -5 | · | · | · | · | -1 | · |
| CCc1ccc(S(=O)(=O)N/N=C\c2cn(CC(N)=O)c3ccccc23)cc1 | -31 | -5 | -2 | 3 | 1 | 6 | 13 | -2 | 8 |
| O=C(COC(=O)c1ccc(O)cc1)Nc1ccc(S(=O)(=O)N2CCOCC2)cc1 | -7 | -7 | 2 | -4 | -19 | -8 | -2 | 5 | -11 |
| COc1ccc(CNC(=O)COC(=O)C2(C)CC2(Cl)Cl)cc1 (stereo unspecified) | -1 | -2 | 7 | 3 | 6 | 1 | -1 | 3 | 23 |
| CCOc1cc(N2CCOCC2)c(OCC)cc1NC(=O)CSc1nccc(C)n1 | 26 | 7 | 15 | -7 | -6 | -6 | 0 | -2 | 3 |
| Cc1cc(C)c(NC(=O)CNC(=O)CN(C)Cc2ccc(Br)s2)c(C)c1 | 0 | -4 | 1 | 3 | -11 | 1 | 0 | 1 | 18 |
| COc1cc(CNc2ccc(CNc3ncn[nH]3)cc2)cc(Cl)c1OCc1ccccc1 | 7 | -2 | -8 | -5 | 5 | -12 | 25 | -1 | 12 |
| FC(F)(F)C(Oc1nc(NC2CCCCC2)nc(N2CCOCC2)n1)C(F)(F)F | 9 | 6 | 5 | 3 | -2 | -5 | 23 | 1 | 17 |
| NC(=O)c1ncn([C@@H]2O[C@H](CNCc3cccc4c3sc3ccccc34)[C@@H](O)[C@H]2O)n1 | -1 | -7 | -7 | · | · | · | · | -3 | · |
| CC(C)c1ccccc1NC(=O)CNCCc1ccc(C(F)(F)F)cc1 | 19 | 2 | 24 | -9 | -18 | -10 | 12 | 2 | 14 |
| COc1ccccc1N1CCN(CCC(=O)Nc2ccc3c(c2)OCO3)CC1 | -19 | -1 | 29 | -4 | 1 | -6 | 14 | 2 | -6 |
| CC1(C)Cc2ccccc2C(=NCC(=O)O)N1 | 9 | -12 | 11 | 12 | 4 | 0 | -4 | -1 | 0 |
| CC(C)C1Cc2ccccc2-c2[nH]c(=S)[nH]c(=O)c21 (stereo unspecified) | 10 | 3 | -259 | 1 | -6 | -3 | -10 | 1 | 17 |
| COc1ccc(NC(=O)Nc2ccccc2C)c(OC)c1 | 5 | -6 | 17 | 6 | 6 | 1 | -5 | 2 | -3 |
| Nc1nn(-c2cccc(F)n2)cc1-c1ccc(Cl)cc1 | 12 | -6 | -3 | 88* | 62* | 52* | 3 | 1 | 25 |
| N#Cc1ccc(S(=O)(=O)N2CCN(c3ncccn3)CC2)cc1 | -3 | -4 | 13 | -1 | -6 | 6 | -27 | 0 | 20 |
| COc1ccc(NC(C#N)c2ccc(OC)cc2)cc1 (stereo unspecified) | -3 | -1 | 16 | -3 | 0 | -16 | -2 | 0 | 16 |
| O=C(Cc1cccc(C(F)(F)F)c1)NCc1ccc(Cl)cc1 | 11 | 15 | 9 | -5 | -13 | -14 | 4 | -3 | 24 |
| CN(C)S(=O)(=O)N(CCN1CCOCC1)Cc1ccccc1F | -3 | -4 | 5 | -1 | -18 | -6 | -6 | 0 | 19 |
| COCCn1nnnc1C(c1cc2cc(OC)ccc2[nH]c1=O)N1CCC(Cc2ccccc2)CC1 (stereo unspecified) | 14 | 4 | -270 | 4 | -16 | 5 | 15 | -13 | 3 |
| O=C(CCN1Cc2ccccc2C1)c1ccc2c(c1)OCCO2 | -7 | 13 | 9 | -6 | 5 | -11 | -14 | 1 | 3 |
| COc1ccc(/C=C/C(=O)C2(O)CCCCC2)cc1OC | -5 | -3 | -37 | 12 | -12 | -2 | 0 | 1 | 15 |
| CS(=O)(=O)N(CC(=O)N1CCCC1)c1ccc2c(c1)OCCO2 | 1 | 11 | 14 | 3 | 12 | 8 | -10 | 1 | 1 |
| CC(C)C[C@@H](NC(=O)C1CCC(CNC(=O)[C@H](Cc2ccccc2)NC(=O)OC(C)(C)C)CC1)C(=O)O (stereo partly specified) | -17 | -5 | 12 | 0 | 1 | 2 | 2 | 2 | 0 |
| CCOC(=O)CN(Cc1sccc1C)C(=O)Nc1cccc(OC)c1 | 4 | -9 | 26 | 4 | -3 | -8 | -6 | 0 | 4 |
| C/C(=N\Nc1ncc(Cl)cc1Cl)c1ccc(C#N)cc1 | -7 | -7 | 19 | 1 | 2 | 5 | 11 | 3 | 22 |
| CCOc1ccc(NC(=O)C2C3C=CC4(CN(C(C(=O)OC)C(C)C)C(=O)C24)O3)cc1 (stereo unspecified) | -10 | -3 | -3 | -2 | 15 | 3 | 1 | -1 | 13 |
| COc1ccc(NC(=O)C(=O)c2cn(CC(=O)N3CCCC3)c3ccccc23)cc1 | 5 | -2 | 21 | -1 | 3 | -12 | 0 | 3 | 9 |
| CC(C)(C)OC(=O)NNC(=O)c1cccs1 | -8 | -3 | 11 | 4 | -7 | 3 | 13 | 2 | 14 |

Compound profiles (already shown). Order of screens: PfG6PD inh	HKDC1 inhibitor	SENP8 block-1	SENP7 block	SENP6 block	SENP8 block-2	Apaf-1 inh	SENP1 FRET inh	NLRP3 yeast inh
CC1(C)Cc2ccccc2C(=NCC(=O)O)N1 is entered as 9	-12	11	12	4	0	-4	-1	0
COc1ccc(CNC(=O)COC(=O)C2(C)CC2(Cl)Cl)cc1 (stereo unspecified) is entered as -1	-2	7	3	6	1	-1	3	23
CCc1ccc(S(=O)(=O)N/N=C\c2cn(CC(N)=O)c3ccccc23)cc1 is entered as -31	-5	-2	3	1	6	13	-2	8
FC(F)(F)C(Oc1nc(NC2CCCCC2)nc(N2CCOCC2)n1)C(F)(F)F is entered as 9	6	5	3	-2	-5	23	1	17
CC(C)c1ccccc1NC(=O)CNCCc1ccc(C(F)(F)F)cc1 is entered as 19	2	24	-9	-18	-10	12	2	14

Remaining list, next part:
| SMILES | PfG6PD inh | HKDC1 inhibitor | SENP8 block-1 | SENP7 block | SENP6 block | SENP8 block-2 | Apaf-1 inh | SENP1 FRET inh | NLRP3 yeast inh |
| --- | --- | --- | --- | --- | --- | --- | --- | --- | --- |
| Cc1ccc(CN2C(=O)N/C(=C/c3cc(C)n(-c4ccccn4)c3C)C2=O)cc1 | 3 | -1 | -201 | -5 | -20 | -5 | 11 | -34 | 8 |
| COc1ccc(/C=C/C(=O)NC(=S)Nc2ccc(S(=O)(=O)Nc3cc(OC)ncn3)cc2)cc1 | 7 | -7 | 6 | · | · | · | · | -6 | · |
| CCC1CCCCN1C(=S)NC(=O)c1cc(Br)ccc1Cl (stereo unspecified) | -5 | -2 | 14 | -3 | 2 | 8 | -4 | 3 | 29 |
| CCOC(=O)C1(Cc2cccc(OC)c2)CCCN(C(=O)CCSC)C1 (stereo unspecified) | 5 | -6 | 8 | -16 | -8 | -5 | -3 | 0 | 17 |
| Cc1ccc(NC(=O)Cn2c(CCC(=O)O)ccc2-c2cccs2)cc1 | -12 | -9 | -193 | -10 | -8 | -8 | 2 | -17 | 27 |
| O=C(CN1CCc2ccccc21)NN1CC(=O)N(c2ccc(Cl)cc2)CC1=O | 5 | -4 | -5 | -2 | -3 | -2 | -8 | -1 | 18 |
| CCOC(=O)C1=C(C)Nc2ccccc2N=C1NC(=O)/C=C/c1ccc(OC)cc1OC | -20 | -4 | 22 | 0 | 12 | 7 | 14 | 1 | 4 |
| O=C1c2cc([N+](=O)[O-])cc3cc([N+](=O)[O-])cc(c23)C(=O)N1c1ccccn1 | -8 | 9 | 43* | · | · | · | · | 2 | · |
| CC(C(=O)O)N1C(=O)c2ccccc2C1=O (stereo unspecified) | 7 | -7 | 22 | -8 | 0 | -5 | 6 | 1 | 3 |
| COc1ccc(C2C3=C(COC3=O)Oc3cc4c(cc32)OCO4)cc1OC (stereo unspecified) | -13 | 1 | 15 | · | · | · | · | -1 | · |
| CCCCCCSc1ccc([C@H]2N[C@@](C)(C(=O)OC)[C@H]3C(=O)N(CC)C(=O)[C@@H]23)cc1 | 18 | 1 | 8 | 6 | 5 | -3 | 35 | 1 | 3 |
| CC1CC(C)CN(S(=O)(=O)c2ccc(NC(=O)CN3C(=O)NC(C)(c4ccccc4)C3=O)cc2)C1 (stereo unspecified) | 0 | 4 | 2 | 4 | -7 | 0 | 20 | 0 | 1 |
| CCCC(=O)OC(C(=O)Nc1cc(C(F)(F)F)ccc1Cl)c1ccccc1 (stereo unspecified) | 7 | 0 | 12 | 6 | 4 | -5 | 20 | -7 | -2 |
| CCn1c(C)cc(/C=C2/SC(=S)N(CC(=O)O)C2=O)c1C | -31 | -9 | -12 | -7 | -26 | -14 | 2 | -38 | 18 |
| O=C(COC(=O)CSc1ccc([N+](=O)[O-])cc1)NCc1ccco1 | 52 | -3 | 15 | 0 | -9 | -2 | 2 | 7 | 12 |

Carrying on:
Value order: PfG6PD inh	HKDC1 inhibitor	SENP8 block-1	SENP7 block	SENP6 block	SENP8 block-2	Apaf-1 inh	SENP1 FRET inh	NLRP3 yeast inh
CC(C)c1ccc(/C=C2\NC(=S)N(Cc3cccnc3)C2=O)cc1
  11	-7	20	6	-10	0	12	-115	18
Cc1ccc(C(=O)CCC(=O)NCc2ccc(Cl)cc2)cc1
  2	0	-8	1	4	1	2	-6	30
Cc1ccc(/C=N/NC(=O)NC23CC4CC(CC(C4)C2)C3)o1
  15	0	20	-4	-47	-6	32	-1	-2
CCN1C(=O)c2cccc3c(S(=O)(=O)Nc4ccc(OC)cc4OC)ccc1c23
  -9	-6	19	8	9	-4	8	1	3
CCc1ccc(NC2=CC(=O)CC(c3ccco3)C2)cc1 (stereo unspecified)
  -1	-2	-9	1	-5	6	8	-17	-4
COc1ccc(CNS(=O)(=O)NCc2ccccc2)cc1OC
  1	-13	8	-3	14	-1	-14	-1	4
CCc1nc(N2CCCCC2C)c2oc3ccccc3c2n1 (stereo unspecified)
  8	7	-40	-2	-16	-5	18	0	-19

From PubChem
